Compound activity from PubChem.
PHOSPHO1 inh: inhibitors of human PHOSPHO1 phosphatase; Q8TCT1; hit rate 1.1% among 290,000; AID 1565; recombinant PHOSPHO1, absorbance phosphatase assay; inhibition, % at 13.3 µM; in the data active = inhibition above about 60%
Target sequence (Q8TCT1 whole entry, looked up): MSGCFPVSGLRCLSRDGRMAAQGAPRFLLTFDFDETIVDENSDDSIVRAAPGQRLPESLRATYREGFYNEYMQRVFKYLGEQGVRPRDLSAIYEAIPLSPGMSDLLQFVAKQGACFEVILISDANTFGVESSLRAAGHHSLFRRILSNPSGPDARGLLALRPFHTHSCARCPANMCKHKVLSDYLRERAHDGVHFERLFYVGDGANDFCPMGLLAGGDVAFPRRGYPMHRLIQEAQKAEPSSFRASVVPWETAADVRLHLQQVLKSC
V1R ag counter: activates human V1a receptor in oxytocin agonist counter-screen | P37288 | CHO-V1R cells, Fluo-8 calcium fluorescence, agonist mode; 0% DMSO, 100% 3 nM vasopressin | activation, % at 3 µM | hit rate 0.25% among 320,000;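 active = activation above the mean activation of all tested compounds plus 3 SD, per screening run, cut at about 20% in these data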;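 also: signal is peak over basal fluorescence ratio across a 100 second FLIPR read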
FID counter: counter-screen for HCV NS3 helicase inhibitors: DNA intercalator displacement. DNA fluorescent intercalator displacement, fluorescence. inhibition, % at 7.9 µM. hit rate 0.17% among 290,000; in the data active = inhibition above about 37%;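 also: 0% = vehicle and 100% = reference compound; higher means more ethidium bromide displaced from hairpin DNA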
NS3 helicase inh: inhibitors of Hepatitis C virus NS3 helicase; NS3 helicase DNA unwinding, Cy5 molecular beacon fluorescence; inhibition, % at 10.9 µM; hit rate 0.56% among 290,000;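 active = inhibition above the mean of all tested compounds plus 3 SD, set per campaign, cut at about 35% in these data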;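 also: 0% = DMSO wells and 100% = thioflavine S control wells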
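Material: hepatitis C virus NS3 helicase domain fragment enzyme; measured by: Cy5 fluorescence, 0 and 60 min reads; control set: DMSO and thioflavine S; incubation: 60 min unwinding reaction at 25 °C after ATP addition; read-out basis: % inhibition from 60/0 min fluorescence ratio, DMSO 0%, thioflavine S 100%; repeats: singlicate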
GalR3 antag: antagonists of human GalR3; HEK293 GalR3-CNG cAMP membrane potential fluorescence; galR3 body fused to GalR1 C-terminus; inhibition, % at 3 µM; hit rate 0.44% among 360,000;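 active = inhibition above the screen-wide average plus 3 SD, cut at about 13% in these data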;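 also: forskolin and galanin both at EC90 stimulate the cells; cAMP rise reported by CNG channel membrane potential dye signal; 0% = forskolin plus galanin with DMSO and 100% = forskolin alone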
VIM-2 inh: blocks Pseudomonas aeruginosa VIM-2 metallo-beta-lactamase; hit rate 0.89% among 290,000; inhibition, % at 5.6 µM; purified VIM-2, nitrocefin hydrolysis, epi-absorbance fluorescence;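 active = inhibition above the mean of all tested compounds plus 3 SD, cutoff set per screening run, cut at about 7.5% in these data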;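 also: red hydrolysis product quenches plate fluorescence so inhibitors raise well fluorescence; 0% = enzyme with DMSO and 100% = DMSO without enzyme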
IMP-1 inh: blocks Pseudomonas aeruginosa IMP-1 metallo-beta-lactamase; purified IMP-1, nitrocefin hydrolysis, epi-absorbance fluorescence; inhibition, % at 5.6 µM; hit rate 0.45% among 290,000;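 active = inhibition above the mean plus 3 SD of all compounds in the same screening run, cut at about 4.5% in these data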;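 also: 0% = IMP-1 with DMSO and 100% = DMSO wells lacking enzyme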
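Test system: recombinant IMP-1 enzyme, purified / Medium: HEPES buffer pH 7.1 with ZnSO4 and Brij 35 / Doses: single dose, 5.6 µM / Times: 25 °C, 15 min preincubation, 25 min reaction / Detection: Epi-absorbance via hydrolysed-nitrocefin quenching of white-plate fluorescence, 480/530 nm, EDTA stop / Evaluation: percent inhibition from optical density relative to buffer-blank wells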
GPR7 antagonist: blocks human GPR7 receptor signaling | P48145 | GPR7-expressing cells, fluorescence antagonist assay | inhibition, % at 4.4 µM | hit rate 1.1% among 290,000; in the data active = inhibition above about 16%, passing the limit was not always enough;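 also: cells stimulated with the agonist NPW; 0% = agonist with vehicle and 100% = vehicle without agonist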
Target sequence (P48145 whole entry, looked up): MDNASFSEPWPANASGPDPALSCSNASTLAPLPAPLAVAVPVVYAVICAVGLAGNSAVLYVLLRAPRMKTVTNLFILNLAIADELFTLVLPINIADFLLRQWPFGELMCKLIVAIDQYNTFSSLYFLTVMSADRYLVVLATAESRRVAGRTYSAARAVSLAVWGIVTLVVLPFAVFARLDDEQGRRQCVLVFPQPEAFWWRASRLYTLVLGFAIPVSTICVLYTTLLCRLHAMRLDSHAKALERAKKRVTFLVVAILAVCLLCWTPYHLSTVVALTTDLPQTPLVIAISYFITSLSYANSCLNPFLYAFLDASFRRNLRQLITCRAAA
OXTR ag: activates the human oxytocin receptor | P30559 | CHO-OTR cells, Fluo-8 calcium fluorescence; normalized: DMSO 0%, oxytocin 100% | activation, % at 3 µM | hit rate 0.32% among 320,000 | AID 2435;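 active = activation above the mean of all tested compounds plus 3 SD, cutoff set per screening run, cut at about 20% in these data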;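 also: peak over basal fluorescence ratio from a 100 s FLIPR kinetic read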
Active calls of the source: *; x = no result given. These rows are one share of the data, so the mix of outcomes need not match the whole.

The line under a structure holds: PHOSPHO1 inh | V1R ag counter | FID counter | NS3 helicase inh | GalR3 antag | VIM-2 inh | IMP-1 inh | GPR7 antagonist | OXTR ag
1. CN(C)[C@@H]1C(=O)C(C(N)=O)=C(O)[C@@]2(O)C(=O)C3=C(O)c4c(O)ccc(Cl)c4[C@@](C)(O)[C@H]3C[C@@H]12
 : -7.7 | 0.7 | -10.5 | 47.6* | -1.8 | -2.2 | -3.3 | 1.4 | 0.0
2. CN(C)C(=O)Oc1ccc(OCc2cccc[n+]2C)cc1
 : -8.6 | 0.7 | 3.2 | -0.1 | -1.9 | -0.5 | -3.9 | -8.4 | 0.8
3. CCOc1ccc(N2C(=O)/C(=C/c3ccc(C)o3)C(=O)NC2=S)cc1
 : -34.8 | 1.0 | -12.1 | 48.6* | -10.3 | -0.3 | 3.3 | -0.2 | 0.7
4. CCNCCNc1ccc([N+](=O)[O-])c2cccnc12
 : -3.6 | 0.1 | 16.2 | -2.3 | -2.2 | -1.7 | -0.4 | -4.2 | 0.1
5. CC(=O)N1CN2CN(C1)CN(C(C)=O)C2
 : -14.6 | -0.1 | 0.7 | -2.6 | 0.8 | -0.5 | 0.4 | -1.4 | -0.4
6. Cc1ccc(S(=O)(=O)N(C)C)cc1NC(=O)C(C)[N+]12CCN(CC1)CC2 (stereo not given)
 : -7.7 | -0.1 | -2.8 | 1.9 | -1.1 | -2.5 | -2.0 | -2.1 | 0.2
7. COc1ccc(N2C(=O)/C(=C/c3ccc(C)o3)C(=O)NC2=S)cc1
 : -56.0 | x | -18.2 | -1.6 | -8.2 | -0.9 | -0.3 | -3.4 | x
8. Cc1ccc2c(c1)[C@@H]1CN(C)CC[C@@H]1N2C(=O)Nc1cccc(C(F)(F)F)c1
 : 7.2 | 6.0 | 7.1 | -5.9 | -8.0 | -3.7 | -6.2 | -0.8 | 16.1
9. CC(=O)c1ccc2c(c1)C1C(Cl)C(Sc3ccccc3[N+](=O)[O-])CC1C(C(=O)O)N2 (stereo not given)
 : -16.2 | 0.2 | -3.4 | 40.7* | -11.5 | -3.0 | -2.5 | -9.9 | 1.1
10. COc1cccc(CNCCc2ccccc2)c1OC
 : 24.5 | 0.3 | 7.7 | -1.4 | 5.5 | -5.7 | -4.8 | -6.2 | 0.2
11. O=C(Cc1ccc(Cl)c(Cl)c1)NCC1(N2CCOCC2)CCCCC1
 : 19.2 | -0.8 | 2.5 | -9.5 | -3.0 | -2.8 | -0.8 | -0.9 | -2.2
12. O=C(c1cc(S(=O)(=O)N2CCCCC2)ccc1F)N1CCC2(CC1)OCCO2
 : -3.6 | 0.2 | -6.5 | 2.6 | -7.4 | -4.4 | -0.5 | 4.7 | -0.5
13. CNC(C(=O)c1ccccc1)C(OC)c1ccccc1 (stereo not given)
 : 30.0 | 0.7 | 2.6 | 1.4 | -3.3 | -0.2 | -6.0 | -5.5 | 0.8
14. CCCCC(=O)N/N=C/c1c(O)n(CC)c(=S)[nH]c1=O
 : 9.8 | -0.1 | 1.6 | -6.8 | -5.0 | -0.5 | -5.3 | 3.1 | -1.0
15. CN1C(=O)C(=Cc2ccc(N3CCCCCC3)o2)C(=O)N(C)C1=S
 : -27.1 | 19.6 | -6.9 | 10.3 | 3.4 | -0.2 | -2.0 | -3.1 | 12.5
16. CCOC(=O)c1c(/N=C/c2c(O)n(-c3ccccc3F)c(=S)[nH]c2=O)sc2c1CCCC2
 : 94.1* | 4.6 | -2.0 | -1.1 | -3.4 | -1.4 | -0.6 | 15.0 | -1.0
17. CSc1ccc(C(=O)C2CCCN(CCCn3cccn3)C2)cc1 (stereo not given)
 : 26.9 | 0.0 | 3.5 | -6.7 | -7.2 | -3.8 | -1.6 | -12.3 | 0.4

6 entries drawn at random from those above:
The line under a structure holds: PHOSPHO1 inh | V1R ag counter | FID counter | NS3 helicase inh | GalR3 antag | VIM-2 inh | IMP-1 inh | GPR7 antagonist | OXTR ag
17. CSc1ccc(C(=O)C2CCCN(CCCn3cccn3)C2)cc1 (stereo not given)
 : 26.9 | 0.0 | 3.5 | -6.7 | -7.2 | -3.8 | -1.6 | -12.3 | 0.4
11. O=C(Cc1ccc(Cl)c(Cl)c1)NCC1(N2CCOCC2)CCCCC1
 : 19.2 | -0.8 | 2.5 | -9.5 | -3.0 | -2.8 | -0.8 | -0.9 | -2.2
8. Cc1ccc2c(c1)[C@@H]1CN(C)CC[C@@H]1N2C(=O)Nc1cccc(C(F)(F)F)c1
 : 7.2 | 6.0 | 7.1 | -5.9 | -8.0 | -3.7 | -6.2 | -0.8 | 16.1
1. CN(C)[C@@H]1C(=O)C(C(N)=O)=C(O)[C@@]2(O)C(=O)C3=C(O)c4c(O)ccc(Cl)c4[C@@](C)(O)[C@H]3C[C@@H]12
 : -7.7 | 0.7 | -10.5 | 47.6* | -1.8 | -2.2 | -3.3 | 1.4 | 0.0
13. CNC(C(=O)c1ccccc1)C(OC)c1ccccc1 (stereo not given)
 : 30.0 | 0.7 | 2.6 | 1.4 | -3.3 | -0.2 | -6.0 | -5.5 | 0.8
6. Cc1ccc(S(=O)(=O)N(C)C)cc1NC(=O)C(C)[N+]12CCN(CC1)CC2 (stereo not given)
 : -7.7 | -0.1 | -2.8 | 1.9 | -1.1 | -2.5 | -2.0 | -2.1 | 0.2
